INS promoter inh: TRM-6 insulin promoter activity inhibition; TRM-6 cells (human fetal islet line), insulin promoter-eGFP reporter, imaging; reporter expression induced with tamoxifen; inhibition, % at 2 µM; hit rate 0.9% among 130,000; AID 1273;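 active means inhibition above the mean plus 3 SD, with well images judged a real hit on visual review, cut at about 60% in these data, passing the limit was not always enough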
SDO1 yeast rescue: sdo1-depleted yeast growth rescue | S. cerevisiae sdo1-depleted JHY4D growth rescue, OD600 30 h; stronger effect = higher value; pdr5 snq2 efflux-pump mutant strain | z-score at 10 µM | hit rate 0.21% among 140,000 | AID 817;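 active means z-score above 3 at both the 24 hr and the 30 hr optical density reads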;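 further: z-score against mean and SD of all compound wells on the same plate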
SDO1 yeast rescue Rescue 24 h: second read-out of SDO1 yeast rescue, no call of its own (marks repeat the call); z-score; S. cerevisiae sdo1-depleted JHY4D growth rescue, OD600; measured here: growth rescue at 24 h;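 0 is the plate mean of compound wells and units are plate SD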
* marks the source's active call; other numbers are inactive results; . = no result given.

SDO1 yeast rescue	INS promoter inh	SDO1 yeast rescue Rescue 24 h	compound
-0.74	-22	-0.99	COc1ccc(Cn2cc(F)c(=O)n(CCC(C)C)c2=O)cc1[N+](=O)[O-]
-2.3	22	-1.5	NS(=O)(=O)c1ccc(N2N=C(c3ccccc3)CC2c2ccc(F)cc2)cc1 (stereo not given)
-0.78	8	-0.18	CN(C)S(=O)(=O)c1cc(NC(=O)COC(=O)CCSc2ccc(Cl)cc2)ccc1Cl
-0.7	.	-0.51	CCOC(=O)/C=C/C(=O)Nc1nccs1
.	7	.	Cc1ccc(C(=O)OCC(=O)N(C)C2CCS(=O)(=O)C2)cc1[N+](=O)[O-] (stereo not given)
-1.5	0	-0.69	CC(=O)c1nn(-c2cccc(Br)c2)cc1C(=O)c1ccco1
-0.56	-14	-0.73	CCCCCC(=O)Nc1ccccc1N1CCOCC1
.	-12	.	Fc1ccc(Oc2ccc3nnc(C(F)(F)F)n3n2)cc1

SDO1 yeast rescue	INS promoter inh	SDO1 yeast rescue Rescue 24 h	compound
-0.19	-63	0.13	Cc1cc2ncn(S(=O)(=O)N3CCOCC3)c2cc1C
0.63	-50	0.65	O=C(NCCc1ccncc1)Nc1ccccc1Cl
-0.2	-100	-0.35	COc1ccccc1CNc1ncnc2nc[nH]c12
0.61	-3	0.74	O=C(NCc1cccnc1)c1cc(S(=O)(=O)N2CCCCC2)ccc1Cl
.	-20	.	O=C(Nc1ccccc1F)Nc1ccccc1Br
0.69	20	-0.15	CCOc1ccc(S(=O)(=O)NCCC(=O)NCc2ccco2)cc1
-0.04	.	-0.33	CCOc1nc(C)ccc1-c1noc(C)n1
.	-64	.	Cc1ccc(N2C(=O)C3CCC(C)(C2=O)C3(C)C)cc1C (stereo not given)

SDO1 yeast rescue	INS promoter inh	SDO1 yeast rescue Rescue 24 h	compound
-0.61	.	-0.89	COc1cc(C2NC(=O)NC(O)(C(F)(F)F)C2C(C)=O)cc(OC)c1OC (stereo not given)
0.55	26	0.37	CC(=O)Nc1nnc(SCc2ccc(F)cc2)s1
.	5	.	Cc1ccc(N2CC(C(=O)Nc3ccccc3C(=O)NC3CCCCC3)CC2=O)cc1C (stereo not given)
0	-2	-0.34	COC(=O)COc1cccc2c(=O)n(CC(=O)NCCc3ccc(OC)c(OC)c3)ccc12
-0.51	-2	-0.6	O=C1/C(=C/N(C(=O)c2ccco2)c2ccc(Cl)cc2)Sc2ccccc21
-1.5	0	-1.3	CCc1ccc(NC(=O)C(C)Oc2nnc(-c3cccs3)c(-c3cccs3)n2)cc1 (stereo not given)
.	43	.	Cn1nc(C(=O)N2CCOCC2)c2ccccc2c1=O
0.4	16	-0.71	CCOC(=O)CSc1nnc(Cn2nnc(-c3ccccc3)n2)n1CC

SDO1 yeast rescue	INS promoter inh	SDO1 yeast rescue Rescue 24 h	compound
-0.16	.	1	COc1nccnc1NS(=O)(=O)c1ccc(NC(=S)NC(=O)/C=C/c2ccccc2)cc1
0.28	-6	-0.82	O=[N+]([O-])c1ccc(OCC(O)CN(CCO)CCO)cc1 (stereo not given)
-1.7	13	-0.17	COc1cc(C(=O)Nc2ccc(S(=O)(=O)N(C)c3ccccc3)cc2)cc(OC)c1OC
0.19	.	-0.58	COCCN(C(=O)C1CCC1)c1nnc(-c2cccnc2)s1
0.77	-3	3.9	Cc1ccc(-n2ncc3c2ncn2nc(-c4ccco4)nc32)c(C)c1
-0.26	-4	-1.1	O=c1oc(-c2ccccc2[N+](=O)[O-])nc2ccccc12
-0.69	-40	0.65	COC(=O)c1cc(=O)n(Cc2ccc3c(c2)OCO3)c(=Nc2ccccc2)s1
0.78	-15	0.23	O=C(Nc1cccc(NC(=O)c2cccnc2Cl)c1)c1ccco1

SDO1 yeast rescue	INS promoter inh	SDO1 yeast rescue Rescue 24 h	compound
0.61	-281	-0.35	CC1CCCCN1C(=O)CSc1nnc(-c2cccnc2)n1C1CCCCC1 (stereo not given)
0.53	.	-0.5	NC(=O)c1ccc(NS(=O)(=O)c2ccccc2F)cc1
-0.09	32	0.3	COc1cc(/C=C/c2nc(N)nc(-c3ccccc3O)n2)cc(OC)c1OC
0.63	.	0.75	CC1(C)C(c2ccccn2)=[N+]([O-])C(C)(C)N1O
-1.2	-12	-0.95	C=CCN1C(c2cccc(C(F)(F)F)c2)=CS/C1=C(/C#N)c1nnc(N2CCOCC2)n1-c1ccccc1
.	-67	.	CCOC(=O)c1ccccc1NC(=O)c1ccc2nccnc2c1
-1.4	.	-0.7	COc1ccc(-c2n[nH]c(=S)n2/N=C/C=C\c2ccccc2OC)cc1
.	-23	.	O=C(CCSc1ccc(Cl)cc1)NN=C1CCCCCC1

SDO1 yeast rescue	INS promoter inh	SDO1 yeast rescue Rescue 24 h	compound
0.2	.	-0.78	CCn1cc(C(=O)NCc2ccco2)c(=O)c2cc(S(=O)(=O)N3CCc4ccccc4C3)ccc21
0.65	-20	-0.47	Cc1n[nH]c(C)c1C(=O)CC1(O)C(=O)N(CCc2ccccc2)c2ccc(Br)cc21 (stereo not given)
-0.03	-57	-0.2	CCOc1ccccc1-c1n[nH]c(=S)o1
0.92	.	1.5	C=CCn1c(SCc2ccc(OC)cc2)nnc1-c1cccnc1
-0.33	-27	-0.09	COc1ccc(-c2oc(NC(=O)c3ccc(C)cc3)c(C#N)c2-c2ccc(OC)cc2)cc1
-1.1	-50	0.35	CCCCNC(=O)CSc1nc2cc(OC)c(OC)cc2c(=O)n1Cc1ccc(OC)cc1
0.31	-20	-0.32	Cc1ccc(S(=O)(=O)N2CCN(c3nc(C)nc4sc5c(c34)CCC(C)C5)CC2)cc1 (stereo not given)
0.48	-24	-0.33	COc1ccccc1NC(=O)C(Cc1ccc(Cl)cc1)c1nn[nH]n1 (stereo not given)

SDO1 yeast rescue	INS promoter inh	SDO1 yeast rescue Rescue 24 h	compound
-1.4	8	-1.6	O=C(Cc1cccs1)NNC(=S)NCc1ccc(Cl)cc1
-0.44	-4	-0.41	Cc1c(C(=O)O)oc2c1/C(=N\O)CCC2
-0.01	20	0.12	Cc1cccc(NC(NC(=O)c2ccccc2[N+](=O)[O-])C(Cl)(Cl)Cl)c1 (stereo not given)
0.94	-34	0.17	Cc1cnn(C(=O)c2ccccc2Br)c1
.	7	.	O=C(CCCn1c(=S)[nH]c2ccsc2c1=O)Nc1ccc2c(c1)OCO2
1.7	-230	1.7	COc1ccc(S(=O)(=O)N2CCCC(C(=O)N3CCN(C)CC3)C2)cc1C (stereo not given)
-1.6	-27	-1.1	O=C(Cc1ccc(Cl)cc1Cl)Nc1cccc(S(=O)(=O)Nc2ccccc2F)c1
0.32	22	0.1	COc1ccc(OC)c(C(C)NC=O)c1 (stereo not given)

SDO1 yeast rescue	INS promoter inh	SDO1 yeast rescue Rescue 24 h	compound
0.49	62	-0.23	Cc1ccccc1C(=O)OCCCN=C1NS(=O)(=O)c2ccccc21
-1.6	.	-0.15	O=C(Nc1ccccc1C(F)(F)F)c1cc(-c2ccccc2O)on1
-0.81	-19	-0.26	O=C(Cn1c2c(sc1=O)C1c3ccccc3OCC1CS2)Nc1ccc(Cl)cc1 (stereo not given)
0.33	.	-0.47	CN1CCN(CC(=O)n2c3c(c4ccccc42)CCCC3)CC1
-0.11	-48	-0.78	Cc1nnc(SCC(=O)Nc2ccc(Oc3ccccc3)cc2)n1N
.	-85	.	COc1ccc(C(C)=O)cc1COC(=O)c1ccc(S(=O)(=O)N(C)C)cc1
-0.34	-15	0.38	COC(=O)c1ccc(OCCOc2ccccc2)cc1
-0.3	-43	-0.11	CC(=O)c1ccc(N2CCN(C(=O)C3(S(=O)(=O)c4ccc(Cl)cc4)CC3)CC2)cc1

Seven consecutive compounds already listed, for reference:
SDO1 yeast rescue	INS promoter inh	SDO1 yeast rescue Rescue 24 h	compound
-1.6	.	-0.15	O=C(Nc1ccccc1C(F)(F)F)c1cc(-c2ccccc2O)on1
-0.81	-19	-0.26	O=C(Cn1c2c(sc1=O)C1c3ccccc3OCC1CS2)Nc1ccc(Cl)cc1 (stereo not given)
0.33	.	-0.47	CN1CCN(CC(=O)n2c3c(c4ccccc42)CCCC3)CC1
-0.11	-48	-0.78	Cc1nnc(SCC(=O)Nc2ccc(Oc3ccccc3)cc2)n1N
.	-85	.	COc1ccc(C(C)=O)cc1COC(=O)c1ccc(S(=O)(=O)N(C)C)cc1
-0.34	-15	0.38	COC(=O)c1ccc(OCCOc2ccccc2)cc1
-0.3	-43	-0.11	CC(=O)c1ccc(N2CCN(C(=O)C3(S(=O)(=O)c4ccc(Cl)cc4)CC3)CC2)cc1

Continuation:
SDO1 yeast rescue	INS promoter inh	SDO1 yeast rescue Rescue 24 h	compound
1.3	46	1.4	O=C(Nc1ccccc1Cl)NC1(C(=O)N2CCCCC2)CCCCC1
1.1	54	0.86	Cn1c(=O)c2c(n(Cc3ccccc3)c1=O)NC(=O)C2CC(=O)NCc1cccc(Cl)c1 (stereo not given)
0.18	-61	-0.17	CCc1ccccc1NC(=S)NCc1cccn1C
-0.97	-2	-1	CCOC(=O)c1[nH]c2ccccc2c1NC(=O)c1ccc(S(=O)(=O)N2CCCC2)cc1
1.3	27	-0.34	CCN(CC)CCCC1(CN)OCCc2ccccc21 (stereo not given)
1.6	.	0.85	COn1c(SCC(=O)N(C)C)nc2ccccc2c1=O
0.4	23	0.7	COc1cc(C2/C(=C(\O)c3ccc4c(c3)CC(C)O4)C(=O)C(=O)N2Cc2ccco2)ccc1O (stereo not given)
.	-18	.	CSc1ccc(/C=N\NC(=O)CC(=O)NC(C)C)cc1

SDO1 yeast rescue	INS promoter inh	SDO1 yeast rescue Rescue 24 h	compound
-1.5	-15	-0.43	C/C(=N\OC(=O)NC(C)C)c1sc(-c2ccc(Cl)cc2)nc1C
0.19	.	-0.24	C=CCOc1cccc(/C=N/NC(=O)C(=O)NCc2ccco2)c1
-1.4	-8	-0.32	Cc1cc2ncn(-c3ncnc4sc5c(c34)CCCC5)c2cc1C
0.96	38	0.78	CC(C(=O)Nc1ncn[nH]1)N1C(=O)c2ccccc2C1=O (stereo not given)
.	5	.	O=C(NCc1ccccn1)c1cc2c(ccc3ccccc32)oc1=O
.	8	.	COc1cc(C(=O)NCc2cc(C)nc3ccccc23)cc(OC)c1OC
-0.34	20	0.04	O=C(Nc1ccc(O)c(-c2nc3ccccc3s2)c1)c1cccs1
-1.2	-10	-1	N#C/C(=C\c1cn[nH]c1-c1ccccc1)C(=O)NC1CCCCCC1

SDO1 yeast rescue	INS promoter inh	SDO1 yeast rescue Rescue 24 h	compound
-0.59	-4	-1.2	Cc1occc1C(=O)NN1C(=O)C2C3CCC(O3)C2C1=O (stereo not given)
-0.07	-33	-0.31	Clc1ccc(-c2ccc(C=Nc3ccc(N4CCOCC4)cc3)o2)cc1
.	-27	.	COc1cc(C(=O)NCC(=O)OCC(=O)N2CCc3ccccc32)cc(OC)c1OC
0.73	.	0.11	CC(NC(=O)c1ccco1)C(=O)OCc1cccc(Cl)c1 (stereo not given)
-0.75	28	0.41	COC(=O)c1c(NC(=O)CSc2nnnn2-c2ccc3c(c2)OCO3)sc(C)c1C
0.95	-57	0.69	CC(=O)Nc1cc(NC(=O)CCCC(=O)O)ccc1Cl
-0.45	21	-0.98	O=C(c1c(F)cccc1F)N(Cc1ccccn1)C1CC1
0.7	44	-0.1	O=C(O)C1CCCCC1C(=O)NCCc1c[nH]c2ccccc12 (stereo not given)

SDO1 yeast rescue	INS promoter inh	SDO1 yeast rescue Rescue 24 h	compound
.	-33	.	O=C(O)C1CCCCC1C(=O)Nc1cc(C(F)(F)F)ccc1Cl (stereo not given)
-1.5	12	-0.34	N#C/C(=C\C=C\c1ccccc1[N+](=O)[O-])c1nc(-c2ccc3c(c2)OCO3)cs1
-1.3	28	-0.92	CCOC(=O)c1[nH]c2ccc(OC)cc2c1NS(=O)(=O)c1ccc(Cl)s1
0.66	.	-0.03	COCCN1Cc2cccc(C(=O)Nc3cccc(C)c3C)c2C1=O
0.23	-13	0.37	Cc1nc(NNC(=O)c2ccc([N+](=O)[O-])cc2)cc(-c2ccccc2)n1
-2.2	.	-1.3	CN1C(=O)C2(Oc3ccccc3C3CC(c4ccccc4)=NN32)c2ccccc21 (stereo not given)
0.43	4	0.35	O=C(NN1CCOCC1)C12CC3CC(CC(C3)C1)C2
.	-78	.	CC(C)N(C(=O)Cn1cc(SCC(=O)N2CCCC2)c2ccccc21)C(C)C

Complete entries from above.
N#C/C(=C\C=C\c1ccccc1[N+](=O)[O-])c1nc(-c2ccc3c(c2)OCO3)cs1 is entered as SDO1 yeast rescue = -1.5; INS promoter inh = 12; SDO1 yeast rescue Rescue 24 h = -0.34
CC(C)N(C(=O)Cn1cc(SCC(=O)N2CCCC2)c2ccccc21)C(C)C is entered as SDO1 yeast rescue = .; INS promoter inh = -78; SDO1 yeast rescue Rescue 24 h = .

Later entries.
SDO1 yeast rescue	INS promoter inh	SDO1 yeast rescue Rescue 24 h	compound
.	23	.	O=S(=O)(c1ccccc1)N1CCN=C1SCc1ccc(Cl)cc1
0.15	-79	0.13	CCC(=O)N(Cc1cc2cc(OC)ccc2[nH]c1=O)c1ccccc1C
-0.26	18	0.8	CCOc1nc2ccccc2nc1C
.	-160	.	S=c1nccc(-c2cccs2)[nH]1
0.42	-42	-0.17	CC1=C(C(=O)Nc2cc(C)ccc2C)C(c2cccs2)NC(=S)N1 (stereo not given)
.	24	.	O=C(O)CCN(Cc1ccccc1)S(=O)(=O)c1c(Cl)cccc1Cl
1.5	-25	0.22	Cc1ccc(S(=O)(=O)NCCc2nnc3ccc(SCC(=O)Nc4nc(C)cs4)nn23)cc1
-0.51	50	-0.56	CCOc1cc(/C=N/O)ccc1OCc1ccccc1F
.	-55	.	Cn1c(O)c(N=Nc2ccc(F)cc2)c2ccccc21
0.49	-17	-0.42	O=C(CCl)Nc1cccc2ncccc12
.	14	.	O=C(CCNC(=O)c1ccccc1Cl)Nc1nnc(C2CC2)s1
